Apoferritin bind: candidate novel general anesthetic via apoferritin binding; P02791; apoferritin/1-aminoanthracene competitive binding, fluorescence; Potency, µM (top dose mostly 77.5 µM), for inactives: at the highest dose activity change, negative = displacement, usual class: inhibitors; 350,000 compounds, 0.074% hits; AID 485281; also: % is scaled to controls: 0 for no effect and ±100 for the full control effect; nearly all actives have a fitted effect of over 20% in size
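Horse-spleen apoferritin (10 uM) in 50% saturated 1-aminoanthracene in PBS was incubated 10 min at room temperature with compound. Fluorescence (ex 380, em 535 nm) was normalized to free and bound 1-AMA, with concentration-response fitted by a four-parameter Hill equation.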
G9a block: G9a (human) methyltransferase inhibition; G9a H3K9 monomethylation, AlphaScreen, 2 h; AID 504332; Potency, µM (titrated, usually from 102 µM), without a hit: top-dose activity, negative = inhibition, most hits filed as inhibitors; 350,000 compounds, 8.8% hits; also: % is scaled to controls: 0 for no effect and ±100 for the full control effect; nearly all actives have a fitted effect of over 75% in size
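Quantitative HTS format: methyltransferase activity on a biotin-tagged H3K9 peptide is measured by AlphaScreen, using a rabbit anti-monomethyl-H3K9 antibody with streptavidin donor and anti-IgG acceptor beads. Final levels are 20 nM enzyme, 500 nM peptide, 20 uM SAM; 2 h RT.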
POLI inh: inhibitors of human DNA polymerase iota; Q9UNA4; Pol iota fluorescent replication assay, 10 min; Potency, µM (highest dose often 115 µM), for the others: at the highest dose activity, negative = inhibition, actives largely listed as inhibitors; 390,000 compounds, 1% hits; AID 588590
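Fluorescent replication assay read twice, at 0 min and 10 min after adding 50 nM (final) substrate. Enzyme (10 nM) and compounds were first incubated 15 min at room temperature; enzyme-free buffer wells were negative controls.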
POLH inh: inhibitors of human DNA polymerase eta; recombinant Pol eta, fluorescent DNA replication assay; AID 588591; 390,000 compounds, 1.2% hits; Potency, µM (doses to about 114 µM), for inactives: at the top dose activity change, negative = inhibition, most hits filed as inhibitors; Q9Y253; also: % is scaled to controls: 0 for no effect and ±100 for the full control effect
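Pol eta at 10 nM preincubated with compounds 15 min at room temperature; reaction started with fluorescent substrate (50 nM final) and read kinetically at 0 and 10 min.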
BLM helicase inh: Bloom syndrome helicase (human) inhibition; P54132; recombinant BLM DNA unwinding, fluorescence dequenching; Potency, µM (series often up to 56.1 µM), inactives show top-dose activity change, negative = inhibition, actives largely listed as inhibitors; 350,000 compounds, 0.2% hits; AID 2528;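 also: plate controls were vehicle for no effect and no enzyme for full effect; nearly all actives have a fitted effect of over 35% in size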
Pol beta inh: inhibitors of human DNA polymerase beta; P06746; Pol beta primer extension/strand displacement, fluorescence kinetic; Potency, µM (series often up to 114 µM), for inactives: at the top dose activity change, negative = inhibition, actives largely listed as inhibitors; 340,000 compounds, 1.3% hits; AID 485314; also: % is scaled to controls: 0 for no effect and ±100 for the full control effect
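Values derive from four-parameter Hill fits of normalized kinetic data: reads at 0 and 10 min following addition of 50 nM substrate to 10 nM Pol beta preincubated 15 min with compound.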
APE1 inh: APE1 (human) endonuclease inhibition. P27695. recombinant APE1, TAMRA/BHQ-2 abasic DNA cleavage fluorescence. Potency, µM (doses to about 65.8 µM), for inactives: top-dose activity change, negative = inhibition, actives largely listed as inhibitors. 350,000 compounds, 0.35% hits;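 also: plate controls were vehicle for no effect and reference inhibitor for full effect; nearly all actives have a fitted effect of over 55% in size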
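APE1 at 0.75 nM final was preincubated with compound 15 min at room temperature, then 50 nM double-stranded THF abasic-site substrate (5'-TAMRA/3'-BHQ-2) was added. Fluorescence (ex 525/em 598 nm) was read kinetically; third-minus-first read gave activity.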
POLK inh: blocks human DNA polymerase kappa activity. 400,000 compounds, 0.53% hits. Q9UBT6. purified Pol kappa, fluorescent DNA synthesis assay, 10 min. Potency, µM (doses to about 107 µM), for inactives: at the highest dose activity, negative = inhibition, most hits filed as inhibitors; also: % is scaled to controls: 0 for no effect and ±100 for the full control effect
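Here, compound and 10 nM enzyme are combined for 15 min at room temperature; adding 50 nM substrate (final) starts DNA synthesis, tracked by fluorescence at 0 and 10 min against buffer-only wells.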
BAZ2B block: inhibitors of human BAZ2B bromodomain; Q9UIF8; AlphaScreen BAZ2B-H3K14Ac peptide displacement; Potency, µM (series often up to 114 µM), for inactives: top-dose activity change, negative = inhibition, most hits filed as inhibitors; 360,000 compounds, 4.4% hits; AID 504333; also: % is scaled to controls: 0 for no effect and ±100 for the full control effect; nearly all actives have a fitted effect of over 60% in size
Target sequence (Q9UIF8 whole entry, looked up): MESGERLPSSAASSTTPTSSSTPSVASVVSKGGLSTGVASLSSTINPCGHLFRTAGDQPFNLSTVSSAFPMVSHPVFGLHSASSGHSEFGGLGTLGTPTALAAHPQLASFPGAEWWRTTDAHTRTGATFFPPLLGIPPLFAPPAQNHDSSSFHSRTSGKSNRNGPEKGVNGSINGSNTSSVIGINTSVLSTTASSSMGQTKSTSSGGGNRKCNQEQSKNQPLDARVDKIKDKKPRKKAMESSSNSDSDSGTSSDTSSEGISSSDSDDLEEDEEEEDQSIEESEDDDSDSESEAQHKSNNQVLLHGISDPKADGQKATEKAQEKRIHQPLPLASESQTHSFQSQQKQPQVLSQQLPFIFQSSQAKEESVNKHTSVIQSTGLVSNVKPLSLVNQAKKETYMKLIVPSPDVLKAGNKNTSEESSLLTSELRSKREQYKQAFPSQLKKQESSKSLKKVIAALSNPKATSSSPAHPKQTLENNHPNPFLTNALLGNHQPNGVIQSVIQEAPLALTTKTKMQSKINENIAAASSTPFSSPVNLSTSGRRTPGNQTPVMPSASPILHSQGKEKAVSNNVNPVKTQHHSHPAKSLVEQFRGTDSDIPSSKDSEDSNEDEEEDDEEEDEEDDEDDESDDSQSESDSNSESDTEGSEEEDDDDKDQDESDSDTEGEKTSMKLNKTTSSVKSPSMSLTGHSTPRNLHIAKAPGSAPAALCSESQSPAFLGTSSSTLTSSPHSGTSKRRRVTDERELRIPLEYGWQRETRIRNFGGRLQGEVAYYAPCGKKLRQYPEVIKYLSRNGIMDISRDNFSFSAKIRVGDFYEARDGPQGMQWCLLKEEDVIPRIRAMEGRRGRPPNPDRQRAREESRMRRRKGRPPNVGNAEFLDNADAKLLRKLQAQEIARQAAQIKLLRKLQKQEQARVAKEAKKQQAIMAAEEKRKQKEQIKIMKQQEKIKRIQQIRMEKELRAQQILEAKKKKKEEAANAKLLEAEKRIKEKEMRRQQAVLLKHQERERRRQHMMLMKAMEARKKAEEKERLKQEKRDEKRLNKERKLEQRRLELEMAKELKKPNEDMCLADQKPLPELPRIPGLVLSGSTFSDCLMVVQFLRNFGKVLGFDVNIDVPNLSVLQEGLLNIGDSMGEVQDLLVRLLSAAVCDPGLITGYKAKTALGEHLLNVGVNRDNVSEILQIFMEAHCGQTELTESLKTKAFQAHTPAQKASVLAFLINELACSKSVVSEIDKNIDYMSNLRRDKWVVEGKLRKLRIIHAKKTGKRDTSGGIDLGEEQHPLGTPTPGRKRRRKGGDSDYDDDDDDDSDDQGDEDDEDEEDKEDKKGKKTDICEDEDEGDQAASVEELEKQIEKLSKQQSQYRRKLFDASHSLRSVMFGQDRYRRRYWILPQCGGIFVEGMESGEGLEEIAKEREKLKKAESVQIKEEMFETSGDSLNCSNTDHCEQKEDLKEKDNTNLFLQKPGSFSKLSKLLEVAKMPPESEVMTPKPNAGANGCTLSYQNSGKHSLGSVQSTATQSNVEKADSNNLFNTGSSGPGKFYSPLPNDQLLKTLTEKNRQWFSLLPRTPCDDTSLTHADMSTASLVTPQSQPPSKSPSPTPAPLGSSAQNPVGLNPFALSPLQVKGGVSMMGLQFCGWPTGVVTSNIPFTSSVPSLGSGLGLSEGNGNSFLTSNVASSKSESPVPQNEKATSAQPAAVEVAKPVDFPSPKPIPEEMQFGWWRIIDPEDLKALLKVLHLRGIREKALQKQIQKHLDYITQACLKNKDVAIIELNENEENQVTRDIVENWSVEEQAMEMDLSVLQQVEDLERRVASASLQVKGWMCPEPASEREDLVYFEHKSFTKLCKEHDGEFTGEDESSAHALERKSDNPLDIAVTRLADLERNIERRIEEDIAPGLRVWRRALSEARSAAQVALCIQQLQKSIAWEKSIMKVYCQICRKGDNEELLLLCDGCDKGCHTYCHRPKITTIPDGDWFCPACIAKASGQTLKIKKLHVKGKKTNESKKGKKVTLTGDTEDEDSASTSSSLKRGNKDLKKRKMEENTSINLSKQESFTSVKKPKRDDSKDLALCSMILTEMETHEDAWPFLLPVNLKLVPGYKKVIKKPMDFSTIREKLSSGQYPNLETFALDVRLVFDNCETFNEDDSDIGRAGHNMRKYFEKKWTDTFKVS
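BAZ2B (50 nM) with biotin-H3(5-23)K14Ac peptide (50 nM) in PBS pH 7.4, 0.01% Tween-20, preformed 30 min, then compound 30 min at room temperature; top concentration 110uM. AlphaScreen streptavidin donor/nickel chelate acceptor beads (10 ug/mL final), 20 min dark, signal read.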
* marks the source's active call; other numbers are inactive results; ? = inconclusive; · = not tested or not shown; [ ] = another dose, or the depositor's remark. Calls follow the shape of the dose curve; as a rule, active = well fitted curve in the direction sought with a large enough effect; inconclusive = small, poorly fitted or top-dose-only effect, or another doubt; inactive = no such curve, though single readings can be large; an effect the other way counts as inactive or inconclusive. Potency is read from the fitted curve at half-maximal effect. An excerpt; rates above refer to the full screens.

Structure	Apoferritin bind	G9a block	POLI inh	POLH inh	BLM helicase inh	Pol beta inh	APE1 inh	POLK inh	BAZ2B block
Cc1nc2cc(NC(=O)NCc3ccco3)ccc2n1C	4%	-25%[59 µM]	29%	-13%	-1%	-19%	-1%	-12%	-7%
COCc1cc(C)n(CC(=O)N2CCCC2)c(=O)c1C#N	1%	5%	9%	4%	0%	5%	4%	-13%[60.1 µM]	-6%
Cc1cc(C)c(C)c(S(=O)(=O)NCc2ccncc2)c1C	2%	33%	-13%	-10%	2%	1%	1%	-5%	1%
CCOC(=O)C1CCN(C(=O)COC(=O)c2nc3nc(C)cc(C)n3n2)CC1	·	-1%	20%	-4%	·	·	3%	-4%	-6%
CC(C)CN(C(=O)CN1CCc2ccccc21)c1c(N)n(CC(C)C)c(=O)[nH]c1=O	-11%	?	51%[activator]	-22%	-6%	-8%	-1%	4%	-10%
O=C(N/N=C/c1c(F)c(F)c(F)c(F)c1F)c1cccc(S(=O)(=O)N2CCOCC2)c1	-8%	9%	-2%	-10%	1%	103%[activator]	-8%	0%	·
Cc1cn2c(=O)cc(COC(=O)c3cccc(NC(=O)c4ccc(C(C)(C)C)cc4)c3)nc2s1	37%[activator]	8%[59 µM]	8%	-19%	-6%	0%	·	-2%[60.1 µM]	-2%
NC(=O)COC(=O)c1ccc(NS(=O)(=O)c2ccc3c(c2)OCCO3)cc1	2%	29%[12.7 µM]	21%	2%	-3%	-1%	0%	-17%	-3%
COc1cc(C2C=C(C(=O)O)Nc3ncnn32)ccc1O (configuration not stated)	0%	13µM*	25%	-12%	0%	4%	·	10%	-32%
C=CCOc1ccc(/C=N/NC(=O)CN(c2cc(Cl)ccc2OC)S(=O)(=O)c2ccc(C)c([N+](=O)[O-])c2)cc1	-6%	15%[59 µM]	7%	-6%	-6%	-9%	-7%	-9%	4%
CCNC(=O)Cn1c(=O)c2c(ncn2Cc2ccccc2)n(Cc2ccccc2)c1=O	-5%	5%[12.7 µM]	12%	5%	-3%	1%	-3%	-5%	10%
O=C(c1ccccc1)N1CCN(C(=O)N2CCOCC2)CC1	-4%	16%	-5%	-8%	-1%	5%	1%	-6%	-6%

A second format for part of the listing above:
Sequence of screens – Apoferritin bind	G9a block	POLI inh	POLH inh	BLM helicase inh	Pol beta inh	APE1 inh	POLK inh	BAZ2B block
- COc1cc(C2C=C(C(=O)O)Nc3ncnn32)ccc1O (configuration not stated)
  0%	13µM*	25%	-12%	0%	4%	·	10%	-32%
- C=CCOc1ccc(/C=N/NC(=O)CN(c2cc(Cl)ccc2OC)S(=O)(=O)c2ccc(C)c([N+](=O)[O-])c2)cc1
  -6%	15%[59 µM]	7%	-6%	-6%	-9%	-7%	-9%	4%
- CCNC(=O)Cn1c(=O)c2c(ncn2Cc2ccccc2)n(Cc2ccccc2)c1=O
  -5%	5%[12.7 µM]	12%	5%	-3%	1%	-3%	-5%	10%
- O=C(c1ccccc1)N1CCN(C(=O)N2CCOCC2)CC1
  -4%	16%	-5%	-8%	-1%	5%	1%	-6%	-6%

(next part)
Structure	Apoferritin bind	G9a block	POLI inh	POLH inh	BLM helicase inh	Pol beta inh	APE1 inh	POLK inh	BAZ2B block
CCOc1ccc(S(=O)(=O)N2CCCC(C(=O)N3CCOCC3)C2)cc1Cl (configuration not stated)	3%	16%	3%	-13%	0%	0%	38%	1%	-1%
O=C(N/N=C/c1cccc([N+](=O)[O-])c1)c1cc2c(ccc3ccccc32)o1	-8%	-24%[59 µM]	?	?	-5%	20%	2%	0%	13%[57.1 µM]
Cc1oc(-c2ccccc2Cl)nc1Cn1c(SCc2cccc(F)c2)nc2cccnc21	-19%	11%[59 µM]	11%	-19%	-11%	4%	·	-8%	-2%
COc1ccc(-n2cc(-c3ccccc3)c3c(N4CCN(CCO)CC4)ncnc32)cc1	-11%	50µM*	1%	-15%	0%	-24%	-4%	-5%	?
CCOc1ccccc1OCC(=O)NC1CCCCC1	-5%	11%[59 µM]	17%	0%	-4%	3%	3%	-20%	12%
O=C(CCCn1c(=O)c2ccccc2n(CC(=O)Nc2cccc(Cl)c2)c1=O)NCc1ccc2c(c1)OCO2	-2%	6%[59 µM]	18%	-6%	-4%	2%	·	-4%	-1%
Cc1cc(C)nc(N2CCC(C(=O)NC3CC3)CC2)n1	2%	-1%	8%	-12%	0%	-7%	64%[activator]	3%	0%
CCOc1nc(-c2ccccc2)ccc1-c1noc(-c2ccco2)n1	4%	-7%[59 µM]	-9%	-6%	-5%	-1%	-7%	-4%	0%
Oc1c(Cl)cc(Cl)cc1CNc1ccccn1	-17%	·	72%[activator]	-16%	-5%	11%	-16%	-9%	1%
CSCCC(NC(=O)c1ccccc1)C(=O)N(C)CC(=O)Nc1ccc(N2CCOCC2)cc1 (configuration not stated)	?	34%	26%	-16%	-3%	1%	-3%	-8%	?
COc1cc(CCC(=O)OCn2nnc3ccccc3c2=O)cc(OC)c1OC	-14%	-5%[59 µM]	3%	11%	-4%	-1%	1%	-2%	·
COc1ccc(C)cc1N(CC(=O)N1CCCC1)S(C)(=O)=O	-2%	30%	84%[activator]	-10%	-4%	6%	53%[activator]	-3%	-23%

More compounds
Structure	Apoferritin bind	G9a block	POLI inh	POLH inh	BLM helicase inh	Pol beta inh	APE1 inh	POLK inh	BAZ2B block
Cc1ccc(S(=O)(=O)NC(=O)Nc2cc(C)no2)cc1	-2%	12%[2.33 µM]	-3%	2%	-3%	33%	20%	11%	1%
COc1cc(C2C(Oc3ccccc3C)C(=O)N2Cc2ccc(F)cc2)cc(OC)c1OC (configuration not stated)	8%	-4%	116%[activator]	-29%	-8%	-6%	4%	-10%	-3%
C=CCSc1n[nH]c(-c2ccc(OCCC)cc2)n1	-7%	5%[12.7 µM]	-2%	-14%	-13%	-17%	-7%	-9%	8%
COc1ccc(C2/C=C\CN(Cc3ccccc3)CC(=O)N2Cc2ccc(F)cc2)cc1 (configuration not stated)	?	·	-9%	·	-12%	·	-3%	-1%	·
CCCn1nnc(NC(=O)c2ccccc2Cl)n1	-10%	-41%[12.7 µM]	7%	-2%	-1%	23%	11%	-4%	2%
COc1ccccc1N(CC(=O)Nc1ccccc1C(=O)NCC(C)C)S(C)(=O)=O	9%	19%[12.7 µM]	49%	-10%	-5%	12%	0%	0%[60.1 µM]	4%
O=C1CCC(C(=O)N2CCCCCC2)CN1Cc1cccc(C(F)(F)F)c1 (configuration not stated)	-9%	-11%	16%	6%	-1%	20%	24%	1%	-10%
Cc1ccc(C2NC(c3ccc(C)cc3)C([N+](=O)[O-])C(C)(C)C2[N+](=O)[O-])cc1 (configuration not stated)	-6%	3%	40%[activator]	-25%	-5%	-12%	?	-3%	-8%
CCC(=O)Nc1ccc(NC(=O)CSc2nnnn2C(C)C)cc1	3%	-12%	10%	-3%	-3%	?	-1%	-2%	11%
CCNc1nc(SC(C)C(=O)OC)nc(N(C)C)n1 (configuration not stated)	-7%	10%	15%	1%	-2%	26%	14%	-18%	0%
Nc1ncc(Br)cc1S(=O)(=O)Nc1cc(C(F)(F)F)cc(C(F)(F)F)c1	-21%	·	-17%	-1%	-7%	36%	-10%	-11%	-13%
COc1ccc(C(=O)n2nc(C#N)c(C#N)c2N)cc1	-2%	-14%	-7%	2%	-1%	-5%	10%	-1%	-12%

Later entries:
Structure	Apoferritin bind	G9a block	POLI inh	POLH inh	BLM helicase inh	Pol beta inh	APE1 inh	POLK inh	BAZ2B block
O=C(NCC1CCCO1)C(c1cccs1)N(Cc1ccccc1Cl)C(=O)c1ccc(-c2ccccc2)[nH]1 (configuration not stated)	-2%	?	9%	-8%	-12%	0%	-9%	-10%	?
COc1ccc(Nc2n[nH]c(N)c2C(N)=O)cc1	-4%	-33%	32%[activator]	-5%	0%	27%	-1%	9%	·
Nc1cc(=O)nc(SCC(=O)Nc2ccc(F)cc2)n1-c1cccc(Cl)c1	18%	42%[59 µM]	4%	-15%	-2%	20%	·	11%	-2%
Clc1cccc(CN2CCCCCC2)c1Cl	-15%	20µM*	111%[activator]	-14%	2%	?	-9%	-4%	?
COc1ccc(NC(=O)c2c(NC(=O)COc3ccc(Cl)cc3)sc3c2CCCCC3)cc1	-1%	5%[59 µM]	-2%	-14%	-2%	1%	·	2%	-1%
Cc1nc2nc(SCC(=O)c3ccccc3)[nH]c2cc1Br	-11%	-7%	?	-10%	-6%	1%	5%	-3%	-36%
COc1cc(C(=O)NC(C)c2cc(C)ccc2C)ccc1OCC(=O)N1CCOCC1 (configuration not stated)	·	-1%[12.7 µM]	24%	-10%	·	·	23%	0%	-4%
COc1ccc(C(=O)N(C)CC(=O)Nc2cccc(F)c2)cc1S(=O)(=O)NC1CCCC1	·	9%[2.33 µM]	19%	2%	·	·	1%	-8%	1%
CC[C@H](C)[C@H](NC(=O)[C@H](Cc1ccc(O)cc1)NC(=O)[C@@H](NC(=O)[C@H](CCCNC(=N)N)NC(=O)[C@@H](N)CC(=O)O)C(C)C)C(=O)N[C@@H](Cc1cnc[nH]1)C(=O)N1CCC[C@H]1C(=O)N[C@@H](Cc1ccccc1)C(=O)N[C@@H](Cc1cnc[nH]1)C(=O)N[C@@H](CC(C)C)C(=O)N[C@@H](CC(C)C)C(=O)N[C@H](C(=O)N[C@@H](Cc1ccc(O)cc1)C(=O)N[C@@H](CO)C(=O)O)C(C)C	-16%	·	·	·	-3%	·	-5%	18%[60.1 µM]	·
CCOC(=O)/C(C#N)=C\c1ccc(CC)s1	?	·	?	-6%	-2%	-2%	-2%	-5%	19%
COc1ccc(N2C(=O)C(CC(=O)Nc3ccccc3)N(Cc3ccc4c(c3)OCO4)C2=O)cc1 (configuration not stated)	-16%	·	1%[58.9 µM]	-14%	-9%	35%	2%	-7%	-2%
O=C1CC(O)(C(F)(F)F)Oc2c1ccc1ccccc21 (configuration not stated)	37%[activator]	-42%[12.7 µM]	-16%	-13%	-2%	26%	-3%	-8%	2%
CCOc1ccc(Br)cc1S(=O)(=O)Nc1cccc(S(=O)(=O)NC2=NCCC2)c1	-1%	10%	-17%	-7%	1%	10%	-4%	-7%	-16%

Screens: PubChem BioAssay, National Center for Advancing Translational Sciences (NCATS)
